TRb SRC2 PPI: inhibitors of human thyroid hormone receptor beta-SRC2 interaction | TRbeta-SRC2 peptide binding, fluorescence polarization; receptor liganded with 1 µM T3 | Potency, µM (titrated, usually from 106 µM), for inactives: top-dose activity change, negative = inhibition, usual class: inhibitors | 0.065% of 280,000 active;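 further: plate controls were bound peptide for no effect and peptide without receptor for full effect; nearly all actives have a fitted effect of over 50% in size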
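Each compound concentration gave % activity, normalized to unbound and bound Texas Red SRC2 controls, from polarization read after 5 hr ambient incubation with T3-loaded human TRb LBD.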
RECQ1 helicase: inhibitors of human RECQ1 DNA helicase. Potency, µM (highest dose often 57.3 µM), inactives show at the top dose activity, negative = inhibition, hits mostly inhibitors. 0.54% of 240,000 active. RECQ1 DNA unwinding, red fluorescence kinetic read. P46063;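 further: plate controls were vehicle for no effect and no enzyme for full effect; nearly all actives have a fitted effect of over 30% in size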
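RECQ1T1 50 nM; forked duplex (20 bp + 30-nt ss tails) 200 nM, ATP 2 mM final; pH 8.0, 2 mM MgCl2, 2.5 ug/ml poly(dI-dC); 15 min compound preincubation; discontinuous kinetic read over 2 h at RT.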
TexasRed fluor: alters Texas Red total fluorescence, flagging assay interference | TRb/SRC2 Texas Red total fluorescence interference | Potency, µM (highest dose often 106 µM), for inactives: at the top dose fluorescence change, negative = quenching | 0.29% of 280,000 active; active means well fitted curve in either direction with a large enough effect; inconclusive means small, poorly fitted or top-dose-only effect
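Flags fluorescent or light-absorbing compounds by total fluorescence, S + 2P, at 555 nm excitation and 632 nm emission. Mixture: 20 nM Texas Red SRC2 peptide, 0.6 uM human TRb LBD, 1 uM T3, 5% DMSO; compound exposure 5 h at ambient temperature.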
Tau ThT inhib: tau fibrillization inhibition (ThT binding); P10636; Potency, µM (highest dose often 57.4 µM), for inactives: at the top dose activity, negative = inhibition, usual class: inhibitors; 2.1% of 270,000 active; recombinant tau K18 P301L (four-repeat tau fragment), heparin-induced fibrillization, ThT fluorescence; AID 1460; further: nearly all actives have a fitted effect of over 55% in size
Target sequence (P10636 561-689 P618L limits assumed): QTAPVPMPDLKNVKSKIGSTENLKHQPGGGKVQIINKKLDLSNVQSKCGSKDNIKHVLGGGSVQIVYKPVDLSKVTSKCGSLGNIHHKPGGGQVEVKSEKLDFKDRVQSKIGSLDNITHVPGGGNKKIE
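Heparin-induced (20 uM) aggregation of recombinant human K18 P301L tau, 15 uM unlabeled with 0.24 uM labeled, pH 7 acetate buffer, 6 hr at 37 C with compound. Fibrils quantified by 30 uM ThT fluorescence after 1 hr ambient incubation.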
Tau FP inhib: blocks human tau fibril formation measured by polarization; P10636; K18 P301L tau heparin fibrillization, Alexa594 FP, 6 h; Potency, µM (series often up to 57.7 µM), for inactives: at the top dose activity, negative = inhibition, most hits filed as inhibitors; 0.39% of 280,000 active; further: nearly all actives have a fitted effect of over 55% in size
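Steps: dispense K18 P301L tau (15 uM plus 0.24 uM Alexa 594 tracer, final) in pH 7 sodium acetate; add compound; add heparin (20 uM final); incubate 6 hr, 37 C; add ThT (30 uM final); after 1 hr ambient, read FP.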
KDM4E inh: inhibitors of human JMJD2E histone demethylase. Potency, µM (series often up to 57.1 µM), without a hit: at the highest dose activity change, negative = inhibition, hits mostly inhibitors. 1.6% of 230,000 active. B2RXH2. JMJD2E catalytic domain, FDH-coupled NADH fluorescence (FDH is formaldehyde dehydrogenase); active means well fitted inhibition curve with a large enough effect, not every such curve was filed as active; inconclusive means small, poorly fitted or top-dose-only effect, or another doubt; inactive means no such curve, though single readings can be large or run the other way;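 further: 0% = wells with enzyme and -100% = buffer wells without enzyme; nearly all actives have a fitted effect of over 50% in size; many of its hits are not listed in these tables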
GoLoco inh red: RGS12 GoLoco-Gai1 interaction inhibition | P63096 | Gai1:RGS12 GoLoco peptide FP, rhodamine, 10 min | Potency, µM (highest dose often 61.6 µM), for the others: at the top dose activity, negative = inhibition, usual class: inhibitors | 0.44% of 230,000 active; active means well fitted inhibition curve with a large enough effect, not every such curve was filed as active; inactive means no such curve, though single readings can be large or run the other way; further: nearly all actives have a fitted effect of over 30% in size; many of its hits are not listed in these tables
L3MBTL1 inh: L3MBTL1 (human) inhibition; Q9Y468; AlphaScreen L3MBTL1–H3K9me1 peptide binding; Potency, µM (titrated, usually from 57.1 µM), without a hit: at the highest dose activity, negative = inhibition, usual class: inhibitors; 0.66% of 230,000 active; AID 485360; further: nearly all actives have a fitted effect of over 60% in size
Target sequence (Q9Y468 whole entry, looked up): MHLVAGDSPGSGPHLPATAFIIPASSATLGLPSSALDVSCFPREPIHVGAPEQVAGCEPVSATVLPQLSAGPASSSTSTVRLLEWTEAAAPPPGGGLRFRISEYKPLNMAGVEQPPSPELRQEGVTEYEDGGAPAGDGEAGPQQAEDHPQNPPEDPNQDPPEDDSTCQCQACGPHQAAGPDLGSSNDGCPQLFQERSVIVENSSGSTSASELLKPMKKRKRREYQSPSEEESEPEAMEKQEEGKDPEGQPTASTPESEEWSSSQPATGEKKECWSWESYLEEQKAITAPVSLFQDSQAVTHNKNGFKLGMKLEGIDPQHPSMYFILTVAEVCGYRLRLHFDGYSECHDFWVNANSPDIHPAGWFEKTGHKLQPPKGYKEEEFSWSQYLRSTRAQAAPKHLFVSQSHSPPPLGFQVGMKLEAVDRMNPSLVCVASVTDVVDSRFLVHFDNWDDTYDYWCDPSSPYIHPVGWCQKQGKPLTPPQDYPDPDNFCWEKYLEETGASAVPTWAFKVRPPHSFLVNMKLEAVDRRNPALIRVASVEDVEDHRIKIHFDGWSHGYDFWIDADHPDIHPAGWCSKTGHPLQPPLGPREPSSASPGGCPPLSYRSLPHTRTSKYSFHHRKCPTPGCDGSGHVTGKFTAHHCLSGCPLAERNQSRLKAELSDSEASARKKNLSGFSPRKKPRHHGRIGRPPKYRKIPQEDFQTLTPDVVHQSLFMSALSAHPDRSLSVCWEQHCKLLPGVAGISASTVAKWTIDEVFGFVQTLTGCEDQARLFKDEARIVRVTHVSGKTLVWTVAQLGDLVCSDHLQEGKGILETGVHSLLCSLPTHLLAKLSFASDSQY
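AlphaScreen proximity signal between nickel-chelate acceptor and streptavidin donor beads (final 10 ug/mL) reports binding of 50 nM L3MBTL1 to 75 nM biotin-H3 K9me1 peptide; complex incubated with compounds 30 min at room temperature; cefsulodin titration as control.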
* = called active by the depositor; i = inactive; ? = inconclusive; . = no result given; [ ] = dose if it differs, or a comment. Unless noted, the call rests on the fitted dose curve; in most records, active means well fitted curve in the direction sought with a large enough effect; inconclusive means small, poorly fitted or top-dose-only effect, or another doubt; inactive means no such curve, though single readings can be large; an effect the other way counts as inactive or inconclusive. Unless noted, on the % scale 0 is the no-effect control and ±100 the full control effect; potency means the concentration at half of the fitted maximal effect.

SMILES	TRb SRC2 PPI	RECQ1 helicase	TexasRed fluor	Tau ThT inhib	Tau FP inhib	KDM4E inh	GoLoco inh red	L3MBTL1 inh
CCCCNC(=O)C1CCN(Cc2ccc(OCc3ccccc3)cc2)CC1	-1.7%	2.2%	-4.8%	-5.3%	-0.3%	-14.8%	2.2%	46.9%[activator]
CC(=O)OC1c2ccccc2C(=O)N1Cc1ccccc1 (stereo unspecified)	-10.5%	-15.5%	1.0%	-3.1%	2.6%	-2.1%	-10.7%	.
CCc1cccc(NC(=O)c2cc3c(s2)-c2ccccc2OC3)c1	-5.9%[53 µM]	.	-44.1%[53 µM]	?	?	.	.	.
O=c1[nH]cc(C(F)(F)F)cc1NS(=O)(=O)c1ccc([N+](=O)[O-])cc1	-10.8%	-0.4%	-1.9%	-2.2%	5.7%	-0.1%	9.8%	11.5%
COc1cc(/C=C(\C#N)c2nc3ccccc3[nH]2)cc(Cl)c1OCc1ccccc1Cl	-9.9%	.	2.5%	-2.3%	?	.	.	.
Cc1ccc(NC(=O)C2CC(=O)Nc3nncn32)cc1 (stereo unspecified)	-5.6%	i	-1.8%	0.5%	2.7%	-1.7%	6.5%	-2.6%
Cc1ccc(NS(C)(=O)=O)c(C(=O)c2ccccc2)c1	-10.5%	-2.5%	0.6%	-4.5%	3.0%	0.6%	7.6%	.
Oc1ccccc1/C=N/NC(=S)NC1CC2CCC1C2 (stereo unspecified)	-7.5%	-8.3%	-4.6%	-7.5%	4.1%	25.1µM*	4.5%	?
O=C(NCc1cccnc1)NC1CC(=O)N(c2ccc3c(c2)OCCO3)C1 (stereo unspecified)	-6.1%	-1.8%	0.8%	-7.5%	5.2%	0.5%	0.8%	.
COC(=O)CSc1nnc([C@H](Cc2ccccc2)NC(=O)OC(C)(C)C)o1	-0.9%	i	0.5%	2.7%	3.5%	-0.9%	0.9%	5.4%
CCN1CCN(C(=S)Nc2ccc(C(C)=O)cc2)CC1	-1.2%	-1.5%	-1.5%	7.2%	4.8%	16.8%	19.9%	0.5%[11.4 µM]
CCn1nnnc1SCC(=O)N1c2ccccc2Sc2ccccc21	-2.7%	i	-1.4%	-9.6%	-4.5%	0.3%	-7.3%	0.4%
CCCCC(=O)NC(NC(=S)N1CCOCC1)C(Cl)(Cl)Cl (stereo unspecified)	0.5%	-1.2%	-2.0%	1.2%	0.1%	0.0%	-35.2%	.
CCc1ccc(NC(=O)Nc2ccncc2)cc1	2.0%	i	-0.8%	12.0%	-0.4%	-5.0%	5.0%	6.0%
COc1ccc(NC(=O)C2CCCN(c3c4c(nc5ncnn35)CCC4)C2)cc1OC (stereo unspecified)	-11.7%	i	-1.8%	-2.2%	-0.9%	-1.7%	-3.8%	3.0%
O=S(=O)(/N=C/c1ccccc1O)c1cccs1	-3.7%	1.2%	0.2%	-2.8%	0.0%	-1.9%	-6.9%	5.1%
CCCn1nnnc1NC(=O)c1cc(Br)ccc1OC	-3.1%	22.6%	-0.8%	9.2%	9.9%	11.3%	10.9%	1.4%
Cc1cc(N/N=C/c2ccc(Cl)cc2Cl)nc(NCc2ccccc2)n1	3.7%	-0.8%	1.0%	?	-10.9%	-6.8%	-16.3%	-10.5%
O=C(OCc1ccc(Cl)c(Cl)c1)c1cnccn1	6.3%	-10.6%	-3.1%	-13.1%	-8.1%	2.7%	8.5%	.
Nc1c(C(=O)Nc2ccccc2)sc2ncc([N+](=O)[O-])cc12	4.4%	2.0%	-0.9%	?	4.6%	0.8%	-2.2%	0.9%
Cc1cccc(CNC(=O)c2sc3ncnc(N(C)C4CCCCC4)c3c2C)c1	-1.5%	.	-2.1%	-9.8%	-2.1%	.	.	.
O=C(O)CCN1C(=O)/C(=C\c2ccncc2)SC1=S	4.1%	-13.2%	0.6%	-19.8%	2.3%	?	5.3%	7.0%
CC(C)(C)c1ccc(-c2noc(CCC(=O)NCC3CCCO3)n2)cc1 (stereo unspecified)	2.0%	5.7%	-1.6%	-13.2%	15.0%	3.1%	13.9%	.
O=C(Nc1ccc(-c2nc3ccccc3[nH]2)cc1)c1ccccc1NS(=O)(=O)c1ccc(F)cc1	19.5%	-0.2%	-9.2%	1.4%	?	?	23.0%	5.4%
COc1ccc(OC)c2c1sc(=NC(=O)C1CCCCC1)n2C	-3.9%	3.8%	-2.7%	-14.2%	5.0%	0.6%	-10.4%	-12.8%

5 structures from above, arranged by molar mass, rising:
SMILES	TRb SRC2 PPI	RECQ1 helicase	TexasRed fluor	Tau ThT inhib	Tau FP inhib	KDM4E inh	GoLoco inh red	L3MBTL1 inh
O=S(=O)(/N=C/c1ccccc1O)c1cccs1	-3.7%	1.2%	0.2%	-2.8%	0.0%	-1.9%	-6.9%	5.1%
O=c1[nH]cc(C(F)(F)F)cc1NS(=O)(=O)c1ccc([N+](=O)[O-])cc1	-10.8%	-0.4%	-1.9%	-2.2%	5.7%	-0.1%	9.8%	11.5%
CCCCC(=O)NC(NC(=S)N1CCOCC1)C(Cl)(Cl)Cl (stereo unspecified)	0.5%	-1.2%	-2.0%	1.2%	0.1%	0.0%	-35.2%	.
COc1cc(/C=C(\C#N)c2nc3ccccc3[nH]2)cc(Cl)c1OCc1ccccc1Cl	-9.9%	.	2.5%	-2.3%	?	.	.	.
O=C(Nc1ccc(-c2nc3ccccc3[nH]2)cc1)c1ccccc1NS(=O)(=O)c1ccc(F)cc1	19.5%	-0.2%	-9.2%	1.4%	?	?	23.0%	5.4%

Next entries.
SMILES	TRb SRC2 PPI	RECQ1 helicase	TexasRed fluor	Tau ThT inhib	Tau FP inhib	KDM4E inh	GoLoco inh red	L3MBTL1 inh
CCCn1c(=S)[nH]c2cc(C(=O)N3CCc4ccccc4C3)ccc2c1=O	-2.2%	1.0%	-2.2%	-0.2%	-10.2%	4.2%	-2.8%	.
CCN(CC)S(=O)(=O)c1ccc2c(c1)nc(CN(C)C(=O)Nc1ccc(Cl)cc1)n2C	0.8%	.	0.4%	7.4%	-0.8%	.	.	.
CC1(C)CC(=O)C2=C(C1)N1C(=C(C#N)C2c2ccc(Cl)cc2)N=C(N)c2ccccc21 (stereo unspecified)	6.5%	?	0.9%	?	-5.1%	-12.2%	8.1%	-8.6%
COc1ccc(S(=O)(=O)NCc2ccco2)cc1-c1nnc2c3ccccc3c(C)nn12	-1.3%	i	-0.2%	1.2%	4.5%	-11.5%	4.4%	.
Cc1cc(C)n2nc(S(=O)(=O)NCCc3ccccc3)nc2n1	6.9%	0.5%	-2.4%	0.0%	-0.1%	-3.6%	5.5%	.
Cc1cccc(/C=N/NC(=O)NC2CCCCC2)c1	3.6%	4.4%	-0.5%	1.2%	2.2%	-0.2%	2.4%	-14.8%
N#CC(C(=O)c1ccccc1Cl)=C1SCCCS1	4.3%	-2.3%	-6.1%	-11.7%	-4.6%	8.4%	0.3%	-6.3%
COc1ccc(S(=O)(=O)Nc2ccc3c(c2)OCCO3)cc1Cl	4.8%	0.4%	1.6%	2.1%	2.7%	-0.5%	1.7%	-8.3%
COc1cc2[nH]c(=S)n(NC(=O)c3ccccc3)c(=O)c2cc1OC	2.0%	-0.5%	-0.4%	-10.0%	9.4%	2.9%	7.6%	.
O=C(Cn1nnc2ccccc21)N/N=C\c1cccs1	1.1%	-13.1%	5.7%	-5.1%	-5.6%	-1.7%	11.8%	-4.9%
CCc1c(C#N)c(N)nc(SCC(=O)OCc2ccccc2)c1C#N	-3.9%	-5.7%	1.6%	-10.4%	2.3%	-8.6%	-0.4%	16.4%
Cc1ccc(Nc2nnc(SCC(=O)N(C)C3CCS(=O)(=O)C3)s2)cc1 (stereo unspecified)	1.4%	-4.5%	-3.7%	-1.8%	8.5%	-13.2%	6.6%	1.0%
Cc1ccc(C)c(OCCCC(=O)N2CCOCC2)c1	6.4%	-2.1%	-1.0%	-14.2%	-5.8%	4.8%	-1.6%	-1.7%
CCn1ncc(Br)c1C(=O)Nc1cc(C)cc(C)c1	-3.4%	0.5%	-2.0%	11.2%	8.2%	-6.4%	7.2%	23.6%
Cc1cc2nnc(SC(C)C)n2c2ccccc12	-3.9%	-0.7%	-1.4%	-5.7%	-2.3%	?	6.7%	6.5%
O=C(Nc1ccc2nc(SCCOc3ccccc3Cl)sc2c1)c1ccco1	9.4%	.	7.7%	6.0%	?	.	.	.
CCc1ccc(Nc2sc(C(=O)c3ccc(F)cc3)c(N)c2S(=O)(=O)c2ccccc2)cc1	-6.4%	.	-1.4%	-10.6%	-16.3%	.	.	.
CCC(=O)OC1(C)C(=O)C=C2C=C(CCCC(=O)OC)OC=C2C1=O (stereo unspecified)	6.5%	-5.8%	-1.3%	-1.7%	-5.8%	-7.7%	-0.7%	.
CC(C)c1csc(CN2CCC(CO)(Cc3cccc(F)c3)CC2)n1	-5.8%	i	-5.3%	-4.9%	4.7%	?	16.0%	0.4%
Cc1ccc(OCC(=O)NCC(=O)OCc2cc(=O)n3nc(C(C)C)sc3n2)cc1	-5.8%	.	-2.7%	-6.3%	-3.3%	.	.	.
O=C(CCS(=O)NCc1ccccc1)NCc1ccccc1 (stereo unspecified)	2.0%	i	-2.1%	0.4%	-3.2%	-7.1%	-16.9%	-2.9%
O=C(N/N=C/c1c[nH]c2ccccc12)c1cc(-c2ccc(-c3ccccc3)cc2)n[nH]1	?	-12.9%	-13.9%	?	5.1%	?	-1.8%	-0.7%
Cc1ccccc1NC(=O)CSc1nc(Nc2ccccc2)nc(N2CCOCC2)n1	-0.3%	-0.2%	2.6%	4.5%	-14.7%	1.8%	1.0%	8.7%
CC(C)NC(=O)c1nn2c(C(F)(F)F)cc(-c3ccco3)nc2c1Cl	1.3%	13.4%	2.1%	-5.2%	2.6%[2.34 µM]	?	11.4%	9.6%

The list is partial; count on the stated rates, not on these rows.
